Bioassay records: PubChem BioAssay, National Center for Advancing Translational Sciences (NCATS)
Nrf2 block – blocks Nrf2 signaling; A549 ARE-Fluc reporter, luciferase luminescence, 18-24 h; Potency, µM (series often up to 46 µM), for the others: at the top dose activity change, negative = inhibition, most hits filed as inhibitors; 2.1% of 360,000 active; AID 504444; further: potency means the concentration at half of the fitted maximal effect; on the % scale 0 is the no-effect control and ±100 the full control effect; nearly all actives have a fitted effect of over 60% in size
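Two sequential reads on A549 ARE_Fluc cells exposed to compound for 18-24 h: a CellTiter-Fluor fluorescence read for viability, then a luciferase luminescence read for Nrf2/ARE activity.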
CCT modulator – changes cytosolic chaperonin activity | purified chaperonin ATPase assay, HTRF ADP detection, 30 min | activity change, % (no concentration beside the values), hits read low | 0.3% of 360,000 active; in the data active means activity change below about -30%; further: on the % scale 0 is the no-effect control and ±100 the full control effect
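TRiC at 40 or 20 nM final (batch-dependent) in 30 mM Tris pH 7.4, 100 mM KCl, 5 mM MgCl2, 1 mM DTT, with compound at single 76 uM and 10 uM ATP, 30 min at 37 deg C. ADP detected by HTRF Transcreener, 665/615 ratio.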
Nrf2 activator – activates Nrf2 signaling. AREc32 ARE-luciferase reporter (MCF7-derived line), luminescence, 24 h. Potency, µM (doses to about 46.1 µM), for the others: top-dose activation, most hits filed as activators. 0.31% of 410,000 active; further: potency means the concentration at half of the fitted maximal effect; % of control where 0% means no effect; nearly all actives have a fitted effect of over 65% in size
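AREc32 cells carrying an ARE-driven firefly luciferase reporter were seeded at 1000 cells/well in OPTI-MEM with 5% FBS, then exposed to compound for 24 hr at 37 deg C. Luminescence was read with Steady-Glo after 30 min at RT.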
pAkt inh – blocks phosphorylation of Akt | activity change, % for hits at 50 µM | 0.32% of 360,000 active | Neuro2A IGF-stimulated pAkt S473 HTRF, 20 min; active compounds read low; in the data active means activity change below about -80%; inconclusive means mostly about -51% to -80%; further: on the % scale 0 is the no-effect control and ±100 the full control effect
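Single-point screen (50 µM final compound) in Neuro2A cells stimulated 20 min with 6 nM IGF at 37 deg C. After lysis, Ser473-phosphorylated Akt read by HTRF (ex 330 nm, em 615/665 nm) as the 665/615 ratio.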
A549 viability – kills or reduces viability of A549 cells in Nrf2 counter-screen; A549 ARE-Fluc cells, CellTiter-Fluor viability, 18-24 h; Potency, µM (highest dose often 46 µM), inactives show top-dose activity change, negative = cytotoxicity, most hits filed as inhibitors; 0.16% of 390,000 active; AID 504648; further: potency means the concentration at half of the fitted maximal effect; on the % scale 0 is the no-effect control and ±100 the full control effect
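A549 ARE_Fluc cells in 5% FBS OPTI-MEM were exposed to compounds in concentration-response for 18-24 h at 37 deg C. Viability was read by CellTiter-Fluor fluorescence (Ex 405/Em 525) after 30 min, before the luciferase read.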
MmCpn inh – M. maripaludis TRiC chaperonin inhibition | 0.031% of 330,000 active | Potency, µM (highest dose often 76.9 µM), inactives show at the highest dose activity, negative = inhibition, hits mostly inhibitors | purified Mm-Cpn ATPase, ADP Transcreener TR-FRET; further: potency means the concentration at half of the fitted maximal effect; on the % scale 0 is the no-effect control and ±100 the full control effect; nearly all actives have a fitted effect of over 80% in size
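ATPase read-out: TR-FRET ADP immunoassay (anti-ADP Eu cryptate vs ADP-d2), ex 320 nm, em 590/665 nm; signal drops as ADP forms. Enzyme 25 nM, ATP 10 uM, 30 min at 37°C after 10 min compound preincubation.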
Abeta yeast res – compounds reversing amyloid beta toxicity in yeast; yeast expressing A-beta42, growth rescue, OD600, 48 h; response scale: 0% DMSO, 100% iron-clioquinol control; 0.063% of 410,000 active; Potency, µM (titrated, usually from 46.1 µM), for the others: at the top dose growth rescue, actives largely listed as activators; AID 1347071; further: potency means the concentration at half of the fitted maximal effect; nearly all actives have a fitted effect of over 55% in size
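Yeast growth medium received pinned compounds, then yeast cells expressing toxic A-beta were added; plates incubated at 30 C for 48 hr. Growth read as absorbance at 600 nm, normalized to DMSO and equimolar FeCl3 plus clioquinol controls.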
TGFb SMAD3 inh – inhibitors of TGF-b signaling; HepG2 CAGA-GFP TGF-b/SMAD3 reporter, GFP fluorescence, 18 h; TGF-beta stimulated, 500 pg/mL final; 1.2% of 410,000 active; Potency, µM (top dose mostly 46.1 µM), without a hit: at the top dose activity, negative = inhibition, hits mostly inhibitors; further: potency means the concentration at half of the fitted maximal effect; on the % scale 0 is the no-effect control and ±100 the full control effect; nearly all actives have a fitted effect of over 65% in size
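Read-out: total well GFP (ex488/em500-530) summed from mean per-cell fluorescence. Cells: HEPG2 CAGA-GFP, 1% FBS DMEM, 18 h at 37 degrees C with 500 pg/mL final TGF-beta. Unstimulated wells served as the full-inhibition control; stimulated DMSO wells = 0%.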
HepG2 viability – HepG2 cytotoxicity, counter-screen for TGF-b inhibitors | Potency, µM (titrated, usually from 46.1 µM), inactives show top-dose activity change, negative = cytotoxicity, hits mostly cytotoxic | HepG2 CAGA-GFP viability, ATP luminescence, 18 h | 0.76% of 410,000 active | AID 588856; further: potency means the concentration at half of the fitted maximal effect; some results filed as inactive show a strong effect at the top dose
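HepG2 CAGA-GFP cells (1000/well, DMEM with 1% FBS) received compound, then TGF-beta at 500 pg/mL final, and were incubated 18 hours at 37 degrees C. Viability was read by CellTiter-Glo luminescence. Media-only wells were set as complete cell-killing and DMSO as no toxicity.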
Starred values were filed as active, the others as inactive; i = inactive; ? = inconclusive; nt = no result given; [ ] = remark or other dose. Unless noted, the call rests on the fitted dose curve; in most records, active means well fitted curve in the direction sought with a large enough effect; inconclusive means small, poorly fitted or top-dose-only effect, or another doubt; inactive means no such curve, though single readings can be large; an effect the other way counts as inactive or inconclusive.

SMILES	Nrf2 block	CCT modulator	Nrf2 activator	pAkt inh	A549 viability	MmCpn inh	Abeta yeast res	TGFb SMAD3 inh	HepG2 viability
Clc1ccc(-c2cn3cc(Br)ccc3n2)cc1Cl	?	2.3	?	i	12%	?	-17%	10%	-32%
COC/C=C/C1=CC(=O)C[C@H](c2ccc3c(c2)OCO3)C1	7%	0.0	?	i	1%	2%	-25%	-16%	-30%
CCCCC(=O)NC(=S)Nc1cccc(Cl)c1N1CCCCC1	-8%	2.1	0.1%	i	9%	0%	5%	?	-20%
CN(C)c1nc(OCCNC(=O)COc2ccc(Cl)cc2Cl)nc(N2CCOCC2)n1	-3%	-2.9	-1.1%	i	nt	-4%	3%	-7%	-30%
CC(OC(=O)c1ccc(-n2cnnn2)cc1)C(=O)NCc1ccccc1 (centres undefined)	4%	0.4	0.3%	i	-3%	-6%	8%	-17%	-1%
CN(C)Cc1ccccc1CNC(=O)c1ccc(Cl)c(S(=O)(=O)NC2CC2)c1	nt	1.8	-0.4%	i	nt	nt	7%	10%	0%
O=C(/C=C/c1ccccc1F)N1CCN(c2ccccn2)CC1	?	0.6	4.1%	i	21%	2%	-3%	-8%	10%
COc1ccc2occ(CC(=O)Nc3ccc(S(=O)(=O)Nc4nc(C)cc(C)n4)cc3)c2c1	18%	nt	2.4%	nt	-3%	nt	-5%	?	1%
Cc1cccc(CCNC(=O)c2nnc(Cc3ccc(Cl)cc3)o2)c1	20%	-2.3	-1.3%	i	-2%	1%	6%	-22%	-30%
CC(C)c1c(C(=O)N/N=C/c2ccc(Cl)cc2Cl)nnn1-c1nonc1N	-12%	-0.2	0.0%	nt	-15%	1%	-2%	23%	12%
COc1ccc(-c2cc(C(=O)N3CCCCC3)c3ccccc3n2)cc1OC	?	-2.5	1.9%	i	7%	-1%	-15%	-11%	-8%
N#Cc1ccccc1NS(=O)(=O)c1ccc(N2CCCCS2(=O)=O)cc1	nt	nt	-0.1%	nt	1%	nt	-10%	-2%	-3%
COc1ccc(OC)c(NC(=O)Cn2ccn(-c3ccc(F)cc3)c(=O)c2=O)c1	?	nt	-0.9%	nt	-3%	nt	18%	-11%	-15%
COc1ccc(NC(=O)Nc2ccc3c(c2)CCC3)cc1	19%	1.8	0.0%	i	15%	3%	-2%	-1%	1%
COc1cc(C2=NOC(C(=O)NC3CCCCC3)C2)cc(OC)c1OC (centres undefined)	nt	-0.5	-0.2%	nt	2%	-2%	-6%	2%	1%
CCCNc1ccc(-c2nc(-c3ccco3)no2)cc1[N+](=O)[O-]	36%	nt	?	nt	-1%	nt	-7%	-1%	-2%
CCCCCCCCOc1ccc(C2CC(=O)NC2=O)cc1 (centres undefined)	4%	-1.0	0.5%	i	-1%	-2%	-10%	-15%	-17%
Cc1cc(C(=O)OCC(=O)NCc2ccco2)c(C)n1-c1ccc(F)cc1	-7%	-3.8	?	i	?	?	9%	?	-4%
CCCCn1c(N)c(N(CC)C(=O)CSCC(=O)Nc2ccc(OC)cc2)c(=O)[nH]c1=O	12%	-3.0	0.1%	i	5%	1%	-4%	-6%	16%
COCCC(=O)Nc1ccc2c(c1)CN(C(=O)CCSC)CC2	1%	-4.2	0.2%	i	-2%	1%	4%	-1%	-1%
CCN1CC(CN(C)Cc2cn(-c3cccc(C)c3)nc2-c2cccc(F)c2)CC1=O (centres undefined)	0%	0.7	9.4%	i	-3%	-1%	13%	?	-72%
Cc1ccc(-c2nnn(CC(=O)N3c4ccccc4CCc4ccccc43)n2)cc1	-17%	-1.2	-0.1%	i	-10%	0%	16%	-1%	-2%
COc1ccccc1CNC(=O)CCc1c(C)nc2c(c(C)nn2-c2ccc(C)c(C)c2)c1C	2%	nt	-0.1%	nt	3%	nt	1%	1%	-15%
CN(CC(=O)Nc1ccc(F)cc1)C(=O)c1ccc(OCc2cn3ccccc3n2)cc1	-7%	-3.0	2.2%	i	-1%	2%	-8%	-9%	-9%
CCc1ccc(Cn2nnc(C(=O)Nc3ccc(C)cc3)c2N)cc1	?	nt	-2.7%	nt	-6%	nt	-13%	-17%	-42%

Overlap with the part before: six entries, followed by the next part.
SMILES	Nrf2 block	CCT modulator	Nrf2 activator	pAkt inh	A549 viability	MmCpn inh	Abeta yeast res	TGFb SMAD3 inh	HepG2 viability
COCCC(=O)Nc1ccc2c(c1)CN(C(=O)CCSC)CC2	1%	-4.2	0.2%	i	-2%	1%	4%	-1%	-1%
CCN1CC(CN(C)Cc2cn(-c3cccc(C)c3)nc2-c2cccc(F)c2)CC1=O (centres undefined)	0%	0.7	9.4%	i	-3%	-1%	13%	?	-72%
Cc1ccc(-c2nnn(CC(=O)N3c4ccccc4CCc4ccccc43)n2)cc1	-17%	-1.2	-0.1%	i	-10%	0%	16%	-1%	-2%
COc1ccccc1CNC(=O)CCc1c(C)nc2c(c(C)nn2-c2ccc(C)c(C)c2)c1C	2%	nt	-0.1%	nt	3%	nt	1%	1%	-15%
CN(CC(=O)Nc1ccc(F)cc1)C(=O)c1ccc(OCc2cn3ccccc3n2)cc1	-7%	-3.0	2.2%	i	-1%	2%	-8%	-9%	-9%
CCc1ccc(Cn2nnc(C(=O)Nc3ccc(C)cc3)c2N)cc1	?	nt	-2.7%	nt	-6%	nt	-13%	-17%	-42%
CCOC(=O)C1C(=O)C=C(Nc2ccccc2F)CC1c1ccccc1 (centres undefined)	?	-1.9	3.7%	i	-13%	-1%	-15%	0%	-31%
Cc1ccc(S(=O)(=O)N2CCC(=O)N([C@H](COCc3ccc(Cl)cc3Cl)Cc3ccccc3)CC2)cc1	nt	-1.4	0.8%	i	nt	nt	5%	nt	nt
Cc1ccc(NC(=O)C2CCCN(S(=O)(=O)c3c(C)noc3C)C2)c(Br)c1 (centres undefined)	-4%	-8.1	0.3%	i	8%	2%	-4%	-13%	-8%
CCN(C(=O)COC(=O)CNC(=O)c1ccc(F)cc1)C1CCS(=O)(=O)C1 (centres undefined)	3%	-3.4	-0.2%	i	-2%	-6%	-14%	0%	9%
Cc1cccc(-n2c(C)cc(/C=N/NC(=O)c3ccc(CN4CCOCC4)cc3)c2C)c1	-6%	1.7	0.1%	i	5%	-5%	-6%	-14%	-5%
Cc1cccc(CNC(=O)C(=O)Nc2ccccc2C)c1	3%	nt	0.6%	nt	0%	nt	2%	16%	0%
COc1ccc(C2C(C#N)=C(N)Oc3c2oc(CO)cc3=O)cc1 (centres undefined)	5%	1.7	-0.8%	i	2%	-3%	-10%	13%	-1%
Cc1ccc(NC(=O)COC(=O)c2nn(C)c(=O)c3ccccc23)cc1F	7%	-3.3	2.1%	i	-4%	2%	-8%	1%	3%
O=C1C=C(c2ccc3[nH]ccc3c2)CCC1	19%	-3.4	5.4%	i	1%	nt	0%	-3%	-12%
COc1ccc(NCc2nnc(SCC(=O)Nc3ccc(OC)cc3OC)o2)cc1	2%	-4.0	0.3%	i	6%	-2%	2%	8%	-18%
O=C(Nc1ccccc1C(=O)NC(Cc1ccc(O)cc1)C(=O)O)c1ccccc1 (centres undefined)	-1%	-36*	-0.5%	i	-1%	0%	2%	3%	-6%
CCCOc1ccc(N2C(=O)CC(N3CCCC(C(=O)N4CCCC4)C3)C2=O)cc1 (centres undefined)	7%	-1.5	1.6%	i	0%	0%	-89%[inhibitor]	-5%	11%
O=C(NCCO)c1cccc2c1-c1ccccc1C2=O	9%	-1.1	-0.2%	i	6%	1%	-13%	-5%	-49%
Cc1n(-c2ccccc2)c2ccc(Cl)cc2[n+]1CCO	1%	0.2	2.1%	i	2%	4%	3%	0%	1%
O=C1CCCc2ccccc2N1Cc1cccc(F)c1	-4%	-3.1	2.3%	i	-6%	0%	-9%	-1%	0%
O=C(Nc1cccc([N+](=O)[O-])c1)NN1CCCCCC1	-17%	-2.2	6.5%	i	-4%	nt	16%	?	-22%
O=[N+]([O-])c1ccc(C=NN2CCCCCC2)cc1	?	-1.6	1.9%	i	-10%	nt	-16%	-8%	-23%
COc1ccc(Br)cc1C1Nc2ccccc2C(=O)N1NC(=O)c1ccncc1 (centres undefined)	nt	1.3	0.9%	i	2%	-1%	-5%	-6%	-15%
COc1ccc(-c2nc3ccccc3c(C(=O)Nc3ccc(S(=O)(=O)Nc4cc(C)on4)cc3)c2C)cc1	nt	-1.7	2.9%	i	-1%	-5%	8%	-7%	-16%
CN(c1ccccc1)c1nc(N)c([N+](=O)[O-])c(Nc2ccc(F)cc2)n1	6%	0.5	-0.1%	i	-2%	1%	7%	-21%	-22%
O=C(Nc1ccccc1)c1ccc2c(O)c(S(=O)(=O)c3ccc(Cl)cc3)c(=O)[nH]c2c1	5%	nt	-0.7%	nt	8%	nt	-4%	-7%	-19%
C[C@H](CO)N1C[C@H](C)[C@@H](CN(C)C(=O)Nc2ccccc2)Oc2ccc(NC(=O)Nc3ccc(C(F)(F)F)cc3)cc2C1=O	?	-0.6	-0.9%	i	?	1%	12%	?	-11%
Cc1noc(C)c1CSc1nc2ccccc2nc1NS(=O)(=O)c1ccc(Cl)cc1	9.2µM*	-0.9	0.3%	i	?	-2%	12%	7.9µM*	-46%
